Bioassay records: PubChem BioAssay, National Center for Advancing Translational Sciences (NCATS)
Pol beta inh: DNA polymerase beta (human) inhibition; Potency, µM (highest dose often 114 µM), for inactives: at the highest dose activity change, negative = inhibition, usual class: inhibitors; Pol beta primer extension/strand displacement, fluorescence kinetic; AID 485314; P06746; 340,000 compounds, 1.3% hits; also: potency is read from the fitted curve at half-maximal effect; % is scaled to controls: 0 for no effect and ±100 for the full control effect
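Homogeneous kinetic assay of primer extension and strand displacement by 10 nM Pol beta, preincubated 15 min at room temperature with compound before 50 nM substrate (final) was added. Read at 0 and 10 min; four-parameter Hill fit.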
Anesthetic bind: candidate novel general anesthetic via apoferritin binding. P02791. apoferritin/1-aminoanthracene competitive binding, fluorescence. Potency, µM (series often up to 77.5 µM), without a hit: top-dose activity change, negative = displacement, actives largely listed as inhibitors. 350,000 compounds, 0.074% hits. AID 485281; also: potency is read from the fitted curve at half-maximal effect; % is scaled to controls: 0 for no effect and ±100 for the full control effect; nearly all actives have a fitted effect of over 20% in size
Target sequence (P02791 2-175 limits assumed): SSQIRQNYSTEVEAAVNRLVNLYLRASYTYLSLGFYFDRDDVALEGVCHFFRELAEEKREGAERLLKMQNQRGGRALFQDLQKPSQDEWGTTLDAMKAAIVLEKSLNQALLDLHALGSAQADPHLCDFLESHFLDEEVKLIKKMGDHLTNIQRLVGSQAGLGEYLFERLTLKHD
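Horse-spleen apoferritin (10 uM) in 50% saturated 1-aminoanthracene in PBS was incubated 10 min at room temperature with compound. Fluorescence (ex 380, em 535 nm) was normalized to free and bound 1-AMA, with concentration-response fitted by a four-parameter Hill equation.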
ALOX12 inh: inhibitors of human 12S-lipoxygenase ALOX12; 580,000 compounds, 1.1% hits; Potency, µM (highest dose often 108 µM), without a hit: at the highest dose activity change, negative = inhibition, actives largely listed as inhibitors; AID 1671190; purified 12hLO, xylenol orange hydroperoxide absorbance; also: potency is read from the fitted curve at half-maximal effect; % is scaled to controls: 0 for no effect and ±100 for the full control effect
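Purified human 12hLO at 150 nM in 25 mM Hepes, 0.01% Triton X-100, pH 7.0, preincubated 15 min at room temperature with compound. Reaction started with 40 uM arachidonic acid, 30 min at room temperature. Hydroperoxide measured by Fe-xylenol orange, 573/405 nm absorbance ratio.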
LDHA inh: LDHA (human) enzyme inhibition. activity change, % (values are at about 110 or 230 µM). 480,000 compounds, 0.15% hits. purified LDHA, NADH/diaphorase-resazurin fluorescence; hits give low values. P00338. AID 1347041; in the data active = activity change below about -30%; inconclusive = mostly about -25% to -30%;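 also: plate controls were DMSO wells for no effect and wells without enzyme for full effect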
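Enzyme activity of human lactate dehydrogenase 5 (2 nM; 0.06 mM NADH, 0.2 mM pyruvate, 5 min, RT) is measured via a resazurin/diaphorase fluorescence readout of residual NADH.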
ERG-DNA inh: blocks human ERG Ets domain binding to DNA; P11308; fluorescence polarization, His-ERG Ets domain / labelled DNA; AID 624246; Potency, µM (top dose mostly 76.9 µM), inactives show at the top dose FP activity, negative = inhibition, usual class: inhibitors; 370,000 compounds, 0.028% hits; active = well fitted inhibition curve with a large enough effect in the polarisation, with a control signal flat; inconclusive = small, poorly fitted or top-dose-only effect, or effect the other way, or a change in a side signal; inactive = no such curve, though single readings can be large or run the other way; the % refers to the polarisation;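 also: polarization taken with two DNA probes labelled with fluorescein and Texas red; potency is read from the fitted curve at half-maximal effect; % of control where 0% means no effect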
Target sequence (P11308 whole entry, looked up, the tested form may be a part): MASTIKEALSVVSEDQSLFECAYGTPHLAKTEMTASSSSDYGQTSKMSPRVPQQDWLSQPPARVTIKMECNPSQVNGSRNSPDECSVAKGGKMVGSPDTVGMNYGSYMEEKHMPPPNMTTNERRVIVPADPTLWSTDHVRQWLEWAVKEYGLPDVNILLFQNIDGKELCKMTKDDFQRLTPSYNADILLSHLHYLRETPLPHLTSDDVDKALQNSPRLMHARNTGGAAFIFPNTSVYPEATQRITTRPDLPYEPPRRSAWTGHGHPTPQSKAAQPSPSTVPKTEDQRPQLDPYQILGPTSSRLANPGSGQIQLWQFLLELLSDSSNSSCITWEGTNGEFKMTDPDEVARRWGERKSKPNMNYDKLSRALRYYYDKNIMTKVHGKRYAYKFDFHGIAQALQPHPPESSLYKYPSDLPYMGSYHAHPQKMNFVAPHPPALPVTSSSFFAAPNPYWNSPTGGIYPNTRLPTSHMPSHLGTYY
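His-tagged ERG Ets domain (1 uM in the protein solution; 300mM KCl, 50mM Tris-HCl, 1mM EDTA, 1mM DTT, pH 7.5) received compound, then a probe mix of 5 nM fluorescein-DNA and 100nM Texas-615-DNA. Fluorescence polarization was read for both dyes.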
Pol eta inh: inhibitors of human DNA polymerase eta. Q9Y253. recombinant Pol eta, fluorescent DNA replication assay. Potency, µM (top dose mostly 114 µM), for the others: at the top dose activity change, negative = inhibition, hits mostly inhibitors. 390,000 compounds, 1.2% hits. AID 588591; also: potency is read from the fitted curve at half-maximal effect; % is scaled to controls: 0 for no effect and ±100 for the full control effect
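Pol eta (10 nM) was preincubated with compounds for 15 min at room temperature, after which fluorescent replication substrate (50 nM final) was added to start the reaction. Fluorescence was read kinetically at 0 and 10 min.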
APE1 inh: blocks human APE1 abasic DNA cleavage; 350,000 compounds, 0.35% hits; recombinant APE1, TAMRA/BHQ-2 abasic DNA cleavage fluorescence; Potency, µM (series often up to 65.8 µM), without a hit: at the highest dose activity change, negative = inhibition, hits mostly inhibitors; AID 2517; P27695;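 also: potency is read from the fitted curve at half-maximal effect; plate controls were vehicle for no effect and reference inhibitor for full effect; nearly all actives have a fitted effect of over 55% in size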
Target sequence (P27695 whole entry, looked up): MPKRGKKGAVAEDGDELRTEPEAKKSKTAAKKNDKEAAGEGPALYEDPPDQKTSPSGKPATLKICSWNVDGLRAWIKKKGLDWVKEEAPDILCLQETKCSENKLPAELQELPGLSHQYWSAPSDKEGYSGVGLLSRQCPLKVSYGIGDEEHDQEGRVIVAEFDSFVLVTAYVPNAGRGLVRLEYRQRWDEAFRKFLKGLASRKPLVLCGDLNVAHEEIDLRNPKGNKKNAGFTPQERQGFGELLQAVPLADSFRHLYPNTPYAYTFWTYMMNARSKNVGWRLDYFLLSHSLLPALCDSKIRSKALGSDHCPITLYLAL
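Substrate: short duplex with […] THF abasic site, 5'-TAMRA and 3'-BHQ-2, 50 nM final. APE1 at 0.75 nM, preincubated 15 min RT with compound. Fluorescence increase from first to third read measured activity.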
POLK inh: inhibitors of human DNA polymerase kappa | Q9UBT6 | purified Pol kappa, fluorescent DNA synthesis assay, 10 min | Potency, µM (highest dose often 107 µM), without a hit: top-dose activity, negative = inhibition, actives largely listed as inhibitors | 400,000 compounds, 0.53% hits | AID 588579; also: potency is read from the fitted curve at half-maximal effect; % is scaled to controls: 0 for no effect and ±100 for the full control effect
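10 nM Pol kappa preincubated 15 min at room temperature with compounds, then reaction started with substrate at 50 nM final. Fluorescence read kinetically at 0 and 10 min; buffer-only wells served as negative control.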
RGS4 inhibitor: human RGS4 inhibition | Transcreener GDP fluorescence polarization, RGS4-accelerated GTP hydrolysis | Potency, µM (titrated, usually from 114 µM), inactives show at the highest dose activity change, negative = inhibition, hits mostly inhibitors | 390,000 compounds, 0.039% hits | AID 504845; also: potency is read from the fitted curve at half-maximal effect; % is scaled to controls: 0 for no effect and ±100 for the full control effect; nearly all actives have a fitted effect of over 75% in size; some results filed as inactive show a strong effect at the top dose
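MLSMR compounds (23 nl, pin-transferred) preincubated 10 min at room temperature with a 500nM (2x) first reagent, then RGS4 at 900nM (2x) plus Transcreener GDP mix added; fluorescence polarization (620/688 nm) read before and after 90 min at 30 °C.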
Starred values were filed as active, the others as inactive; ? = inconclusive; . = no result given; & = joins results of further samples; [ ] = remark or other dose. Unless noted, calls follow the shape of the dose curve; as a rule, active = well fitted curve in the direction sought with a large enough effect; inconclusive = small, poorly fitted or top-dose-only effect, or another doubt; inactive = no such curve, though single readings can be large; an effect the other way counts as inactive or inconclusive. An excerpt. The share of hits here may be higher or lower than overall.

mol,POLK inh,Anesthetic bind,APE1 inh,Pol beta inh,RGS4 inhibitor,ALOX12 inh,Pol eta inh,LDHA inh,ERG-DNA inh
C#CCOCCOCCOCCNc1nc(N2CCN(C(=O)CCCCCCCCCCNC(=O)[C@H]([C@@H](C)CC)n3cc(CCCCN=C(N)N)nn3)CC2)nc(N2CCN(C(=O)CCCCCCCCCCNC(=O)[C@H](CCCCN)n3cc(C)nn3)CC2)n1,-10%,.,?,.,?,.,?,-1,15%
COc1ccc(CC(=O)NCCS(=O)(=O)N2CCN(c3ccccc3F)CC2)cc1OC,-13%[60.1 µM],-9%,.,1%,18%,2%,-15%,-5,-3%
COCCn1c(C(C)C)nc2sc3ccccc3c(=O)c2c1=O,-2%,-11%,-1%,30%,-31%,-1%,-8%,-2,-9%
CCCCOCC(O)Cn1c(C)nc2ccccc21 (stereo not given),-8%,-8%,12%,7%,-7%,?,9%,-20,.
COc1ccc(Br)cc1CN(C)CC(=O)Nc1cc([N+](=O)[O-])ccc1OC,2%,-16%,13%,1%,-30%,1%,-10%,-1,-5%
CCCC1=NN2C(=N)/C(=C\c3ccc(OCCOc4ccc(NC(C)=O)cc4)c(OC)c3)C(=O)N=C2S1,-13%,-10%,?,?,-25%,24%,79µM*,0,0%
COc1ccccc1CCC(=O)N(C)CC(=O)Nc1ccc(Cl)c(C(F)(F)F)c1,-20%,-15%,-10%,0%,21%,-3%,-14%,1,-1%
CS(=O)(=O)c1ccc(C(=O)Nc2ccc(-c3nc4ccccc4[nH]3)cc2)cc1,6%,71%[activator],-9%,0%,20%[56.9 µM],-1%,3%,-6,11%
CCSc1nnc(-c2ccc(Cl)cc2)c2ccccc12,-1%,-9%,0%,14%,0%,?,-13%,-5,-9%
COc1ccc(C2CC(c3ccc(C)cc3)Nc3ncnn32)cc1 (stereo not given),14%,-6%,-6%,22%,-24%,-1%[57.4 µM],-10%,-1,-9%
COc1cc(O)ccc1-c1nc2ccc(Br)cn2c1Nc1ccccc1C,0%,-10%,.,?,-5%,-16%,-3%,1,6%
CC(=O)NC(c1ccc(F)cc1)c1cccnc1 (stereo not given),-5%,-7%,5%,35%[activator],8%,2%,-1%,-8,-3%
CCN(C[C@H]1N[C@@](C)(C(=O)OC)[C@H]2C(=O)N(Cc3ccccc3)C(=O)[C@@H]12)C(=O)Nc1ccc(F)cc1,-4%,.,40%,.,-1%,?,-16%,3,18%
COc1ccccc1-n1cnc2cc(NCc3ccccn3)ccc21,-7%,-16%,13%,12%,5%,-21%,-6%,19,-4%
Cc1ccccc1Cn1c(=O)n(CCCC(=O)NCc2ccco2)c(=O)c2sccc21,-21%,?,?,16%,?,-1%,4%,-2,-5%
Cc1ccc([N+](=O)[O-])cc1NC(=O)CN(C(=O)c1ccccc1Cl)C1CCCCC1,-12%,-5%,-1%,42%,-24%,-10%,-8%,-6,13%
CCOC(=O)c1ccc(N2C(=O)c3n[nH]c(-c4ccco4)c3C2c2ccc(C)cc2)cc1 (stereo not given),-16%,-10%,.,-1%,2%,?,-7%,4,-6%
O=c1cc(-c2ccc(C3CCCCC3)cc2)[nH][nH]1,-13%,?,16%,4%,?,8%,-14%,-7,-5%
CN(C)c1ccc(N=Nc2ccccc2C(=O)OCC(=O)N2CCCC2)cc1,-10%,-22%,1%,?,-7%,-5%,-11%,-3,1%
COc1c(C)cc(C(=O)C2CCCN(C(=O)c3cc4nc(C)cc(C)n4n3)C2)cc1C (stereo not given),-7%,-8%,8%,12%,-4%,2%,-21%,-3,9%
COc1cccc(C2C(C(=O)Nc3ccccc3)=C(C)Nc3nnnn32)c1OC (stereo not given),-2%[60.1 µM],1%,.,1%,-14%,-15%,-16%,-1,5%
COc1ccc(OC)c(Nc2cc(C)nc3ccc(C)cc23)c1,-3%,.,.,.,8%,6%,9%,-13,-2%
O=C1CCc2cc(S(=O)(=O)N3CCN(c4ccccc4)CC3)cc3c2N1CCC3,0%,.,20%,.,2%,11%,-7%,2,3%
O=C(COC(=O)CCCC1=NS(=O)(=O)c2ccccc2N1)Nc1ccc(Br)cc1,0%,-13%&-11%,-14%,1%&3%,15%[11.4 µM],-29%&15%,5%&-11%,-1&-1,-1%&-2%
Cc1cccc(NC(=O)CCN2C(=O)c3ccccc3S2(=O)=O)c1C,-1%,-16%,8%,11%,4%,.,-8%,-13,-16%
O=C(Cn1c(=O)c2c(ncn2C2CCCC2)n(Cc2ccccc2)c1=O)N1CCc2ccccc21,-2%,-10%,?,19%,-5%,0%,-1%,5&-3,0%
Cc1ccccc1NC(=O)CSc1c(C(C)C)cnc2c1c(=O)n(C)c(=O)n2C,-3%[60.1 µM],-5%,.,13%,-3%,-24%,-5%,-12,4%
CC(C)C(=O)NC(=S)Nc1ccccc1F,-4%,-19%,-6%,21%,-15%,-14%,-8%,-1,1%
COC(=O)CN(c1cccc(F)c1)S(C)(=O)=O,5%,-6%,-2%,14%,-6%[11.4 µM],-8%,-16%,-4,-10%
CN1C(C(=O)Nc2cccc(O)c2)=CC(c2ccco2)=NS1(=O)=O,-17%&-13%,?,23%,-23%&-20%,0%&16%,?,-12%&-23%,1&-6,-6%&2%
COc1ccc2[nH]c(=O)c(CN(C(=O)c3cccnc3)c3ccc(C)cc3)cc2c1,-21%,-6%,-3%,24%,-7%,0%,-9%,-1,-2%
CCOC(=O)c1c(C)[nH]c(C(=O)CSc2nnc(-c3cccs3)n2Cc2ccccc2)c1C,-1%,-17%,?,16%,-31%,-30%,-14%,-7,-1%
CCOCCn1[nH]c2ccccc2c1=O,-2%,.,-7%,.,-2%,-25%,-4%,13,-21%
CC(C)Oc1ccc(CNC(=O)c2cnc3sc(N4CCCC4)nn3c2=O)cc1,4%,2%,.,-5%,-13%,?,-12%,-6,0%
N#C/C(=C\c1c(N2CCN(c3ccccc3)CC2)nc2ccccn2c1=O)S(=O)(=O)c1ccccc1,6%,2%,11%,-4%,-13%,2%,-4%,-1,-4%
CCn1nc(C)c(/C=N/NC(=S)Nc2ccc(Cl)cc2Cl)c1C,-4%,-8%,-4%,3%,-6%,-21%,-10%,-2,-19%
CCOc1cccc2cc(-c3nc4sc(C(=O)Nc5ccc(C)cc5)c(C)c4c(=O)[nH]3)c(=O)oc12,-7%,6%,.,1%,2%,-12%,-5%,-4,6%
CCn1ccc(C(=O)NC2CCCC2)n1,-5%,-3%,3%,2%,-7%,2%,-20%,1,15%
CCN1c2ccccc2-c2nc(SCC(=O)NCc3ccccc3)ncc2S1(=O)=O,-2%,-12%,.,?,-33%,?,-7%,-5,-6%
CCCn1c(SCC(=O)Nc2ccccc2OC)nnc1-c1ccco1,9%,-3%,69%[activator],-20%,3%,-3%,-10%,-2,-25%
Cc1cc(C)cc(N(CC(=O)NCc2ccccc2)C(=O)CCC(=O)Nc2ccccn2)c1,5%,-4%,1%,54%,-2%,-4%,-9%,-4,1%
O=C(NNC1=C(C(=O)C(F)(F)F)CCC1)c1ccccc1Cl,-4%,-20%,15%,8%,-26%,0%,-12%,-5,4%
COC(=O)Cc1c(O)ccn(Cc2cccc(C(F)(F)F)c2)c1=O,-6%,-8%,4%,0%,-7%,-13%,-2%,-5,-2%
Cc1ccccc1Cn1c(=O)n(-c2ccccc2)c(=O)c2ccc(C(=O)NCc3ccco3)cc21,.,-11%,-3%,-3%,.,-1%,.,.,.
COC(=O)c1ccc(NC(=O)C2CC(=O)N(c3ccc(C)cc3)C2)cc1 (stereo not given),-18%,-8%,7%,2%,2%[11.4 µM],9%,0%,-3,-1%
COCC(=O)N(Cc1cc2cc(OC)ccc2[nH]c1=O)c1ccc(C)cc1,-10%,-6%,-5%,?,22%,2%,-4%,8,-3%
Cc1cc(S(=O)(=O)N(Cc2ccccn2)Cc2ccco2)ccc1-n1cnnn1,-10%[60.1 µM],-13%,-2%,5%,17%,-6%,-7%,-6,.
CCOC(=O)c1c(C)c(-c2ccccc2)n(CC(=O)N2CCN(C)CC2)c1C,0%,-15%,-6%,37%,1%,11%,-7%,-7,9%
COc1cccc(N2CC(C(=O)NNC(=O)c3ccc(Cl)cc3)CC2=O)c1 (stereo not given),-8%,7%,7%,43%,-3%,-17%,2%,-14,-9%
Cc1cc(S(=O)(=O)NC2CCCC2)ccc1F,-8%,-14%,-7%,-1%,-11%,-12%,-13%,-6,-2%
